# NTR1 ag = NTR1-driven beta-arrestin-GFP spot formation – imaging, U2OS cells, high content, primary screen (AID 493036). agonist mode. activation, % at 20 µM. 0.17% of 330,000 active;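 active means activation at or above 40% of the spot to cytoplasm intensity ratio, with at least 20 cells analyzed; inconclusive means wells under 20 cells, flagged as cytotoxic or low count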;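 further: 0% = DMSO without peptide and 100% = 100 nM NTR1 peptide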
# Target sequence (P30989 whole entry, looked up): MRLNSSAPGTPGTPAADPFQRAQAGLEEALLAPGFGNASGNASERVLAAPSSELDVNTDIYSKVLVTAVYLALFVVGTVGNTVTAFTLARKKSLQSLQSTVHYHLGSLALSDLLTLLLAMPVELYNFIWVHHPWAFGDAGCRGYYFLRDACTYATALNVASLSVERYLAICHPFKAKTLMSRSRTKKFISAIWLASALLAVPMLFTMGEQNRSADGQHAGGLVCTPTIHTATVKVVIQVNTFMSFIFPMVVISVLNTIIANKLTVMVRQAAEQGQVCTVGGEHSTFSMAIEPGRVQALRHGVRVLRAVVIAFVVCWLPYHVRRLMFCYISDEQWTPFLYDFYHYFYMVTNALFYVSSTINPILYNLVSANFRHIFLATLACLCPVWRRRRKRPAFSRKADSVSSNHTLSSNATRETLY
# UTI89 phage lysis = protection from phage-mediated lysis, alamar blue read-out – E. coli UTI89, K1F phage, bacterial capsule biogenesis inhibitors (AID 488966); 0.02% of 340,000 active; inhibition, % at 100 µM, or IC50 in µM where a hit was titrated; E. coli UTI89 K1F phage lysis, alamar blue, 2 h; higher % means a stronger effect;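 active means phage lysis inhibition, versus mean bacterial control, above a set limit; inconclusive means no clear call, values can overlap the other calls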;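 further: capsule biogenesis inhibitors block K1F phage lysis so surviving cells raise fluorescence; higher fluorescence means more inhibition of phage lysis; actives were called in the ten point dose series up to 300 µM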
# RSV antiviral HEp-2 = inhibition of RSV-induced cytopathic effect – HEp-2 cells, primary 10 µM value included (AID 2391); HEp-2 cells, RSV-induced CPE inhibition; higher % means a stronger effect; one-dose CPE inhibition, % at 10 µM; IC50 in µM for titrated hits; 0.13% of 310,000 active; in the data active means a potency from the dose series; inconclusive means CPE inhibition mostly from about 23% at the one dose, without a potency; inactive means the rest, 99 in 100 with CPE inhibition below about 21%; further: strong numbers were not always called active
# NTR1 ag cell count 20 µM = second read-out of NTR1 ag, no call of its own (marks repeat the call); cell count; measured here: cell count, cytotoxicity flag
# An asterisk follows results filed as active; ? = inconclusive; / = no result given. An excerpt (hit frequency here may not be typical).
1	CCOCCOC(=O)c1ccc(NC(=O)c2cc3ccccc3o2)cc1
2	COc1ccc(C(OC(=O)c2ccco2)C(=O)NC(C)(C)C)cc1OC (stereo not given)
3	Cc1cccc[n+]1CC(=O)c1ccc([N+](=O)[O-])cc1
4	COc1ccc2nc3n(c(=O)c2c1)-c1cc(C)ccc1C(=O)NC3Cc1ccc(O)cc1 (stereo not given)
5	Cc1ccc2c(c1)-n1c(nc3ccc(Cl)cc3c1=O)C(CC(C)C)NC2=O (stereo not given)
6	CCOC(=O)[C@H]1[C@H]2COc3cc(OC)ccc3[C@@H]2N2C(=O)[C@@H](CO)NC(=O)[C@@]12C
7	CCOc1cc(C(c2c(O)nc(SC)[nH]c2=O)c2c(O)nc(SC)[nH]c2=O)ccc1O
8	O=C(Nc1cc2c(cc1[N+](=O)[O-])OCCO2)c1cccnc1
assay / entry | 1 | 2 | 3 | 4 | 5 | 6 | 7 | 8
UTI89 phage lysis | 0.8% | 0.2% | 0.3% | / | / | / | / | /
NTR1 ag cell count 20 µM | / | / | / | 59 | 64 | 69 | 41 | 61
RSV antiviral HEp-2 | / | / | / | / | / | / | / | /
NTR1 ag | / | / | / | -0.3 | 1.0 | 0.5 | -1.0 | 0.4

9	O=C(NCCCCc1ccccc1)c1ccccc1Br
10	Cc1ccc2c(c1)-n1c(nc3ccc(C)cc3c1=O)C(Cc1ccc(O)cc1)NC2=O (stereo not given)
11	O=C(COC(=O)c1cncc(Br)c1)NC12CC3CC(CC(C3)C1)C2
12	Cc1cc(C(=O)COc2ccc(C#N)cc2)c(C)n1CC1CCCO1 (stereo not given)
13	Cc1ccc2c(c1)C1(OCCCO1)C(=O)N2CC(=O)NN
14	C/C(=N\Nc1ccccn1)c1ccc(Br)s1
15	O=C(COC(=O)c1ccccc1Br)NCC1CCCCC1
16	O=C(O)CCNC(=O)c1ccc(N=Nc2ccc(O)c(C(=O)O)c2)cc1
assay / entry | 9 | 10 | 11 | 12 | 13 | 14 | 15 | 16
UTI89 phage lysis | / | / | / | / | / | / | / | /
NTR1 ag cell count 20 µM | 59 | 60 | 60 | 63 | 59 | 69 | 51 | 67
RSV antiviral HEp-2 | / | / | / | / | / | / | / | /
NTR1 ag | 0.7 | -0.2 | 1.8 | 0.1 | 0.4 | 8.7 | 4.8 | 0.8

17	O=C(COc1ccc2ccc(=O)oc2c1)NC1CCS(=O)(=O)C1 (stereo not given)
18	O=C(N/N=C/c1cc(Br)c(O)c([N+](=O)[O-])c1)C(O)(c1ccccc1)c1ccccc1
19	O=C1NC(Cc2ccc(O)cc2)c2nc3cc(F)ccc3c(=O)n2-c2cc(Cl)ccc21 (stereo not given)
20	NC(=O)c1ccsc1NC(=O)CSc1n[nH]c(N)n1
21	CCCn1c(C)c(C(=O)OCC)c(O)c(-c2ccccc2)c1=O
22	COc1ccc(NC(=O)c2ccc(COc3ccccc3Br)o2)c(OC)c1
23	O=C1CCCCCCCCCC/C(=N\O)CCCO1
24	Clc1nc(-c2ccccc2)ncc1Oc1ccccc1
assay / entry | 17 | 18 | 19 | 20 | 21 | 22 | 23 | 24
UTI89 phage lysis | / | / | / | / | / | / | / | /
NTR1 ag cell count 20 µM | 48 | 47 | 68 | 56 | 61 | 68 | 64 | 55
RSV antiviral HEp-2 | / | / | / | / | / | / | / | /
NTR1 ag | 0.0 | -0.9 | 2.6 | -0.8 | 0.4 | 3.0 | -0.4 | 0.8

25	O=C(NC1=NCCS1)c1ccccc1F
26	CC1(C)C2CC[C@]3(C)C(CC=C4[C@@H]5C[C@](C)(CO)CC[C@]5(C(=O)O)CC[C@]43C)[C@@]2(C)CC[C@@H]1O (stereo not given in full)
27	O=C(NCC(c1ccco1)N1CCCCC1)c1ccc([N+](=O)[O-])s1 (stereo not given)
28	O=C(CCc1ccccc1)Oc1ccccc1[N+](=O)[O-]
29	CCn1c(CCl)nc2cc(S(=O)(=O)N3CCOCC3)ccc21
30	COc1ccc(C(=O)CC(=O)c2ccccc2)cc1
31	CC1(c2ccccc2)ON(c2ccccc2C(F)(F)F)C1=O (stereo not given)
32	Cc1cc(C)nc(NC(=O)c2c(F)c(F)c(F)c(C(=O)Nc3cc(C)cc(C)n3)c2F)c1
assay / entry | 25 | 26 | 27 | 28 | 29 | 30 | 31 | 32
UTI89 phage lysis | / | / | / | / | / | / | / | /
NTR1 ag cell count 20 µM | 55 | 95 | 57 | 71 | 62 | 76 | 44 | 62
RSV antiviral HEp-2 | / | / | / | / | / | 1.1% | 24% | -2.2%
NTR1 ag | 1.9 | -2.8 | 2.8 | -1.0 | 1.7 | 2.2 | 4.7 | 2.4

33	O=S(=O)(O)Oc1c[nH]c2ccccc12
34	CCn1cc(C(=O)Nc2ccccc2C(=O)OC)cn1
35	Clc1ccc(CNCC2CCCO2)c(Cl)c1 (stereo not given)
36	COCOc1ccc(/C=C/C(=O)c2c(OCOC)cc(OCOC)c(CC=C(C)C)c2O)cc1OCOC
37	Oc1cccc2c3c(oc12)CCCC3
38	c1ccc2c(c1)-c1cccc3c1c-2cc1ccccc13
39	O=C(NC1=NCCS1)c1ccccc1Br
40	CCOc1cc(Br)c(C(C)NC(=O)c2cccnc2)cc1OCC (stereo not given)
assay / entry | 33 | 34 | 35 | 36 | 37 | 38 | 39 | 40
UTI89 phage lysis | / | / | / | / | / | / | / | /
NTR1 ag cell count 20 µM | 51 | 40 | 53 | 89 | 60 | 58 | 44 | 43
RSV antiviral HEp-2 | 12% | -0.2% | -0.4% | 2.4% | 2.4% | 0.5% | -0.6% | 1.5%
NTR1 ag | -2.9 | 1.1 | 1.2 | 3.4 | 0.7 | 2.7 | 0.8 | 0.3

41	CC1(OC(=O)c2ccco2)C(=O)C=C2C=C(c3ccc(C#N)cc3)OC=C2C1=O (stereo not given)
42	CC1=C(C(=O)OCc2ccccc2)C(c2ccc(-c3ccccc3)cc2)NC(=O)N1CCCC(=O)O (stereo not given)
43	COc1ccc(OC(=O)COc2ccccc2C)cc1
44	O=C(Nc1c(F)cccc1F)C(c1ccccc1)c1ccccc1
45	CCOC(=O)N1C2=NC(C(=O)OC)=C(C(=O)OC)[C@@H]3N(Cc4ccccc4)c4ccccc4[C@]23C[C@H]1C(=O)OC
46	COc1cc(/C=N/NC(=O)c2cccc(C)c2)ccc1OCC(=O)Nc1ccccc1
47	CC1=C(C(=O)OCC2CCCCC2)C(c2ccccc2F)NC(=O)N1 (stereo not given)
48	Cc1ccc(-n2nnnc2-c2ccccc2Br)cc1
assay / entry | 41 | 42 | 43 | 44 | 45 | 46 | 47 | 48
UTI89 phage lysis | / | / | / | / | / | / | / | /
NTR1 ag cell count 20 µM | 90 | 55 | 60 | 44 | 76 | 55 | 48 | 44
RSV antiviral HEp-2 | 2.8% | 4.9% | 0.9% | 2.4% | 3.0% | 6.3% | ? | 1.4%
NTR1 ag | 1.4 | -0.2 | -0.3 | 0.1 | 2.6 | -1.3 | 2.7 | -0.6

49	CCCCC1CCC(C(=O)N(CC(C)C)c2c(N)n(Cc3ccccc3)c(=O)[nH]c2=O)CC1 (stereo not given)
50	O=C(NN1C(=O)/C(=C/c2cc([N+](=O)[O-])ccc2O)SC1=S)c1ccccc1O
51	O=C(/C=C/c1c(Cl)cccc1Cl)NCCCn1ccnc1
52	CC1Oc2cc3oc4c(O)c5c(cc4c(=O)c3c(O)c2C1(C)C)C=CC(C)(C)O5 (stereo not given)
53	COC(=O)CCCC1=CC2=CC(=O)C(C)(OC(=O)c3cnc4ccccc4n3)C(=O)C2=CO1 (stereo not given)
54	COC(C/C=C\C(=O)[C@@H](C)OCc1ccccc1)OC
55	CCOC(=O)C(C)Sc1nc(N2CCOCC2)c2c(c1C#N)CC(C)(C)OC2 (stereo not given)
56	O=C(NCCCCNC(=O)c1c(Cl)cccc1Cl)c1c(Cl)cccc1Cl
assay / entry | 49 | 50 | 51 | 52 | 53 | 54 | 55 | 56
UTI89 phage lysis | / | / | / | / | / | / | / | /
NTR1 ag cell count 20 µM | 76 | 71 | 51 | 73 | 91 | 57 | 59 | 53
RSV antiviral HEp-2 | -0.8% | 2.0% | 0.9% | 23% | 0.1% | 2.0% | 0.4% | 1.8%
NTR1 ag | 0.8 | 6.2 | 0.0 | 13 | -2.2 | 2.6 | 0.7 | 0.1

# Exported with two lines to a compound: entries from further up
# Results follow in this order: UTI89 phage lysis | NTR1 ag cell count 20 µM | RSV antiviral HEp-2 | NTR1 ag
49) CCCCC1CCC(C(=O)N(CC(C)C)c2c(N)n(Cc3ccccc3)c(=O)[nH]c2=O)CC1 (stereo not given)
→ / | 76 | -0.8% | 0.8
50) O=C(NN1C(=O)/C(=C/c2cc([N+](=O)[O-])ccc2O)SC1=S)c1ccccc1O
→ / | 71 | 2.0% | 6.2
51) O=C(/C=C/c1c(Cl)cccc1Cl)NCCCn1ccnc1
→ / | 51 | 0.9% | 0.0
52) CC1Oc2cc3oc4c(O)c5c(cc4c(=O)c3c(O)c2C1(C)C)C=CC(C)(C)O5 (stereo not given)
→ / | 73 | 23% | 13
53) COC(=O)CCCC1=CC2=CC(=O)C(C)(OC(=O)c3cnc4ccccc4n3)C(=O)C2=CO1 (stereo not given)
→ / | 91 | 0.1% | -2.2

# Following part
57	O=C(COC(=O)c1cccc([N+](=O)[O-])c1)c1ccc2c(c1)OCO2
58	CN(C(=O)c1ccc(-c2ccccc2)cc1)C1CCCCC1
59	COc1cc(C)c(CN2CCN(c3ncccn3)CC2)cc1C
60	Cc1ccc(C2Cc3cc(O)c(O)cc3CN2)cc1 (stereo not given)
61	C#CCOCCOCCOCCNc1nc(N2CCN(C(=O)CCCCCCCCCCNC(=O)[C@H]([C@@H](C)CC)n3cc(CCCCN=C(N)N)nn3)CC2)nc(N2CCN(C(=O)CCCCCCCCCCNC(=O)[C@H]([C@@H](C)CC)n3cc(CCCCN=C(N)N)nn3)CC2)n1
62	C/C(=C\c1ccccc1)C1Nc2cccc3cccc(c23)N1
63	COc1cccc(NC(=O)c2cc(-c3ccc(OC)cc3OC)nc3ccccc23)c1
64	CC1(C)C2CC[C@]3(C)C(CC=C4[C@@H]5C[C@@](C)(CO)[C@@H](O)C[C@]5(C(=O)O)CC[C@]43C)[C@@]2(C)CC[C@@H]1O (stereo not given in full)
assay / entry | 57 | 58 | 59 | 60 | 61 | 62 | 63 | 64
UTI89 phage lysis | / | / | / | / | / | / | / | /
NTR1 ag cell count 20 µM | 69 | 44 | 57 | 45 | 36 | 61 | 45 | 91
RSV antiviral HEp-2 | -1.4% | 6.0% | -0.9% | -0.8% | -4.4% | 3.6% | 12% | 1.2%
NTR1 ag | -0.2 | 2.4 | -0.3 | -0.2 | 0.3 | -0.8 | 3.7 | 3.3

65	CC[C@]1(c2ccccc2OC)ON(c2ccccc2C(F)(F)F)C1=O
66	CSCCC(NC(=O)/C(=C/c1ccco1)NC(=O)c1ccco1)C(=O)O (stereo not given)
67	CC1=C(C(=O)OCc2ccccc2)C(c2ccccc2OS(=O)(=O)c2ccc(C)cc2)NC(=O)N1CCCC(=O)O (stereo not given)
68	O=C(c1cccs1)c1c[nH]cc1-c1ccccc1
69	O=C(Nc1ccc(Nc2ccccc2)cc1)c1ccc(Cl)cc1[N+](=O)[O-]
70	Brc1nc(-c2ccccc2)nc(-c2ccccc2)c1Br
71	CC(=O)Oc1ccc2occ(C(=O)c3ccccc3)c2c1
72	O=C1C=C(N2CCCCC2)c2ccccc2C1=O
assay / entry | 65 | 66 | 67 | 68 | 69 | 70 | 71 | 72
UTI89 phage lysis | / | / | / | / | / | / | / | /
NTR1 ag cell count 20 µM | 59 | 44 | 62 | 63 | 41 | 35 | 46 | 55
RSV antiviral HEp-2 | -2.0% | 0.4% | 3.1% | 0.1% | 19% | 16% | 13% | -2.1%
NTR1 ag | 19 | -0.9 | 4.8 | 0.8 | 5.9 | 1.3 | 0.2 | 1.2

73	CCOC(=O)CN1C(=O)N[C@@H](CCc2ccccc2)C(C(C)=O)=C1C
74	COc1cccc(C(O)C2OC(=O)c3ccccc32)c1OC (stereo not given)
75	O=[N+]([O-])c1ccc(S(=O)(=O)NCCCc2ccccc2)cc1
76	Nc1nc(N)c2nc(CNc3ccc(C(=O)NC(CCC(=O)O)C(=O)O)cc3)cnc2n1 (stereo not given)
77	CC1(OC(=O)c2ccc(Cl)nc2)C(=O)C=C2C=C(C3CC3)OC=C2C1=O (stereo not given)
assay / entry | 73 | 74 | 75 | 76 | 77
UTI89 phage lysis | / | / | / | / | /
NTR1 ag cell count 20 µM | 48 | 34 | 65 | 63 | 98
RSV antiviral HEp-2 | 1.4% | 0.5% | 4.8% | 4.2% | 1.2%
NTR1 ag | 0.6 | 0.6 | 1.7 | -0.4 | -1.6

# Entries from the list above that contain a CF3 group, in the order listed:
31	CC1(c2ccccc2)ON(c2ccccc2C(F)(F)F)C1=O (stereo not given)
65	CC[C@]1(c2ccccc2OC)ON(c2ccccc2C(F)(F)F)C1=O
assay / entry | 31 | 65
UTI89 phage lysis | / | /
NTR1 ag cell count 20 µM | 44 | 59
RSV antiviral HEp-2 | 24% | -2.0%
NTR1 ag | 4.7 | 19
